CHOP UPR activ: activators of apoptotic arm of unfolded protein response (CHOP). CHO-CHOP luciferase reporter, UPR activation, luminescence; percent of tunicamycin response over DMSO baseline. activation, % at 10 µM. hit rate 0.34% among 330,000;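 active means at 10 µM dose, activation of 40% or more, normalized to positive control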;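 further: 100% = tunicamycin at 10 µg/mL and 0% = DMSO alone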
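assay system = CHO CHOP reporter cells | amount = 500 CHO-CHOP cells per well | buffer or medium = F12 with 10% FBS | incubation = 16-18 h cell attachment, then 6 h compound exposure, 37 °C | detection = luminescence read with Steady-Glo | read-out = percent activation relative to tunicamycin control | controls = tunicamycin high control, DMSO low control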
CXCR6 inh: CXCR6 (human) receptor inhibition | hit rate 0.36% among 360,000 | CHO-K1 PathHunter CXCR6 beta-arrestin, luminescence | O00574 | inhibition, % at 20 µM; in the data active means inhibition above about 34%, passing the limit was not always enough;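 further: antagonist mode with CXCL16 agonist at 10 nM final; 0% = 10 nM CXCL16 with DMSO and 100% = unstimulated wells without agonist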
Target sequence (O00574 whole entry, looked up): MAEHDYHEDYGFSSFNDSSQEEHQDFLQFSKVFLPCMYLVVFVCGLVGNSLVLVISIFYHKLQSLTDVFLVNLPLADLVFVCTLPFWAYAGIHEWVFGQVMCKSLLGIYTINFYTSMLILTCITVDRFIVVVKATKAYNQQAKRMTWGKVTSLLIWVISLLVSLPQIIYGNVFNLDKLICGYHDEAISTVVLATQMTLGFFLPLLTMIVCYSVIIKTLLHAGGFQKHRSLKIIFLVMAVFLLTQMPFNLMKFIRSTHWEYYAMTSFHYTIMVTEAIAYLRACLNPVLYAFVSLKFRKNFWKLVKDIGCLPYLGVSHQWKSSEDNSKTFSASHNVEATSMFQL
Gli-Sufu block: antagonists of Gli-Sufu signaling | AID 588413 | hit rate 0.74% among 340,000 | inhibition, % at 5 µM | Sufu-KO-LIGHT fibroblasts, Gli luciferase reporter luminescence;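 active means inhibition above about 55%, limit read from the data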;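 further: 0% = DMSO-treated cells and 100% = wells with medium but no cells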
EBI2 antag: blocks human EBI2 receptor beta-arrestin signaling; hit rate 0.81% among 360,000; inhibition, % at 5 µM; AID 651636; EBI2 beta-arrestin recruitment, luminescence, 7a,25-OHC stimulated; in the data active means inhibition above about 38%;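 further: enzyme fragment complementation signal reports receptor beta-arrestin coupling in cells; 0% = agonist plus DMSO wells and 100% = wells without agonist; some results beyond the cut were filed as inactive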
Target sequence (P32249 whole entry, looked up, the tested form may be a part): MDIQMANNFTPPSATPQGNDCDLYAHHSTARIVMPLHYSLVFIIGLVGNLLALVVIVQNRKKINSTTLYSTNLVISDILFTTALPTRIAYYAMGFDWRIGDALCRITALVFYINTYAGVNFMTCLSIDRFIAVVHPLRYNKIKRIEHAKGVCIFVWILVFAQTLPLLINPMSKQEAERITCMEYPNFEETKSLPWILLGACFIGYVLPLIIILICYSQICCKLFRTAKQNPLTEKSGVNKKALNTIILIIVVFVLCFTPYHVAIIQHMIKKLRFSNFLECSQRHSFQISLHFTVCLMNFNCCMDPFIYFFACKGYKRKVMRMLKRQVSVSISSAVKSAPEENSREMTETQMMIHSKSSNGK
CCR6 antagonist: CCR6 (human) receptor antagonism; CHO-K1 CCR6 PathHunter beta-arrestin, luminescence, CCL20-stimulated; inhibition, % at 20 µM; hit rate 0.49% among 340,000; AID 493098;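 active means compounds whose inhibition of the agonist-driven luminescence signal at 20 µM reaches about 50%, limit read from the data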;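 further: cells stimulated with CCL20 at 14 nM final; plate controls were DMSO with CCL20 for no effect and DMSO without agonist for full effect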
Target sequence (P51684 whole entry, looked up): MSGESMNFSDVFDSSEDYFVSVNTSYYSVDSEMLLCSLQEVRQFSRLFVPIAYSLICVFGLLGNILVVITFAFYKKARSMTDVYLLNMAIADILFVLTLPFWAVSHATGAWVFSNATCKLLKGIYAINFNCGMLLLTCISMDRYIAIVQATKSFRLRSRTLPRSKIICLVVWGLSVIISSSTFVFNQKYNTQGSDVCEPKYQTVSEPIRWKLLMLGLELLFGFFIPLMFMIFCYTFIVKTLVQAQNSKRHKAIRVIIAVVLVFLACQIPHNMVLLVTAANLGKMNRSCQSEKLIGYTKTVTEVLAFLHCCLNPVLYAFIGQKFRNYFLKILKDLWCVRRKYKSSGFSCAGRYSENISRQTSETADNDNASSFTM
Mdm2 MdmX PPI: inhibitors of human Mdm2/MdmX interaction. hit rate 3% among 330,000. SaOS-2 split-luciferase Mdm2/MdmX complementation, luminescence. AID 485346. inhibition, % at 8 µM;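 active means inhibition of at least 50% at 8 µM in the primary screen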
697 NFkB inh: lowers PMA/ionomycin-induced NF-kB signal in 697 B cells | inhibition, % at 4 µM | hit rate 0.33% among 330,000 | 697 B-cell NF-kB luciferase reporter, 16 h; in the data active means inhibition above about 35%
UPR XBP1 act: adaptive UPR (XBP1) activation | CHO-XBP1 luciferase reporter, IRE1-XBP1 UPR activation, luminescence; percent of tunicamycin response, DMSO as zero | hit rate 0.33% among 330,000 | AID 463104 | activation, % at 20 µM;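 active means versus positive control, 20 µM dose yields 30% or more activation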;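 further: 100% = tunicamycin at 10 µg/mL and 0% = DMSO only wells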
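Material: IRE1-XBP1 luciferase reporter CHO line / Quantity: one thousand reporter cells per well / Buffer or medium: F12 with 10% serum / Compound: 20 µM single concentration, DMSO 1% / Times: 6 h treatment, 37 °C / Detection: Steady-Glo luciferase glow luminescence, 10 min after reagent addition / Benchmarks: tunicamycin high, DMSO low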
Jurkat NFkB inh: lowers PMA/ionomycin-induced NF-kB signal in Jurkat cells | PMA/ionomycin-induced NF-kB luciferase reporter, luminescence | inhibition, % at 4 µM | hit rate 0.53% among 330,000 | AID 435003; in the data active means inhibition above about 50%
* = called active by the depositor; . = no result given. Random draw from the library; about 5% have a hit in one of these screens.

1	COc1ccc(C(O)P(=O)(OCCC(C)C)c2ccc(N(C)C)cc2)cc1 (stereo not drawn)
2	COc1ccc(CNC(=O)c2ccc(N3CCC4(CC3)CC(c3ccc(Cl)cc3)=NO4)c(NC(=O)Cc3ccc(F)cc3)c2)cc1
3	O=C(NN=Cc1cc(Cl)ccc1[N+](=O)[O-])c1cccc2ccccc12
4	OCCNc1ncnc2c1ncn2Cc1ccccc1
5	CCn1c(SCC(=O)Nc2ccc(S(=O)(=O)Nc3ccccn3)cc2)nnc1-c1ccncc1
6	Cc1ccc(NC(=O)CN2C(=O)NC(C)(C3CC3)C2=O)c([N+](=O)[O-])c1 (stereo not drawn)
7	CCCc1nnc(NC(=O)Nc2ccccc2OC)s1
8	O=S(=O)(c1ccc(SCCOc2ccc(Br)cc2)nc1)N1CCCC1
Screen / compound no. | 1 | 2 | 3 | 4 | 5 | 6 | 7 | 8
CHOP UPR activ | -0.5 | 0.8 | . | -2.4 | -2.8 | 0.8 | 4.6 | -0.2
CXCR6 inh | 5 | 7 | -6 | 3 | -1 | 2 | -4 | -6
Gli-Sufu block | 3 | 10 | 21 | 7 | -4 | -11 | -30 | 1
EBI2 antag | 4 | 4 | -3 | 7 | -10 | -1 | 5 | 15
CCR6 antagonist | 25 | 2 | 1 | -5 | 3 | 4 | -4 | 23
Mdm2 MdmX PPI | 20 | -34 | . | 10 | 10 | 7 | -14 | -3
697 NFkB inh | 8 | 4 | . | 22 | 9 | 11 | -38 | 11
UPR XBP1 act | -4 | 0 | . | 0 | -4 | -2 | -1 | -1
Jurkat NFkB inh | 1 | -2 | . | -1 | -10 | -7 | -22 | -2

9	CCCCN(CC)C(=O)c1ccc2c(c1)OCO2
10	O/N=C1\CCC\C1=C/c1ccco1
11	O=C(Nc1ccc(C(=O)O)cc1)/C(=C\c1ccco1)NC(=O)c1ccco1
12	COC(=O)c1c(NC(=O)c2cccs2)sc2c1CCCC2
13	CN(C(=O)COc1ncnc2sccc12)c1ccccc1
14	COC(=O)c1nc2n(n1)C(c1cc(OC)ccc1OC)C(C(=O)OC1CCCCC1)=C(C)N2 (stereo not drawn)
15	Cc1ccc(C2=NC(=O)/C(=C/c3cc(O)c(O)c(Br)c3)S2)cc1
16	C=CCNc1nc(-c2c(C)nc3ncccn23)cs1
Screen / compound no. | 9 | 10 | 11 | 12 | 13 | 14 | 15 | 16
CHOP UPR activ | 0.2 | 1.3 | -0.9 | 1.8 | 1.9 | 2.1 | 0.6 | 4.0
CXCR6 inh | -2 | 1 | -9 | 1 | 0 | 6 | 32 | 0
Gli-Sufu block | -1 | 14 | -10 | -11 | 15 | 14 | -4 | 2
EBI2 antag | -12 | -7 | 2 | 15 | -1 | 6 | 4 | -5
CCR6 antagonist | 17 | -4 | 9 | 7 | 11 | 0 | 48 | 11
Mdm2 MdmX PPI | 15 | 0 | -7 | -9 | 2 | -5 | 14 | 9
697 NFkB inh | 3 | 5 | 2 | -7 | 10 | 1 | 0 | -6
UPR XBP1 act | -2 | -3 | 0 | 0 | -1 | -1 | 2 | -6
Jurkat NFkB inh | -3 | -6 | 0 | -35 | 1 | 4 | 3 | -14

17	CN(C)c1nc(NCc2ccccc2)nc(SCC(N)=O)n1
18	C=CCNC(=S)/N=c1/ccccn1C
19	O=C(Nc1cccnc1)c1cc2c(s1)-c1ccccc1OC2
20	CCCCNS(=O)(=O)c1cc(-c2nn(C)c(=O)c3ccccc23)ccc1C
21	Cc1cc(C)c2c(N)c(C(=O)Nc3c(C)n(C)n(-c4ccccc4)c3=O)sc2n1
22	CS(=O)(=O)N(Cc1ccc(C(=O)NCCSCc2ccco2)cc1)c1ccccc1
23	CC(C)c1ccc(C(C(=O)NC2CCCCC2)N(C(=O)c2ccccn2)c2cccnc2)cc1 (stereo not drawn)
24	COc1ccc(C(O)c2nccn2C)cc1 (stereo not drawn)
Screen / compound no. | 17 | 18 | 19 | 20 | 21 | 22 | 23 | 24
CHOP UPR activ | -1.5 | 2.6 | 2.4 | 2.3 | -1.8 | -1.7 | -0.3 | -2.2
CXCR6 inh | -14 | -12 | 3 | 12 | -2 | -2 | 8 | -2
Gli-Sufu block | -10 | 10 | -66 | 15 | -11 | 2 | 16 | 46
EBI2 antag | -4 | 6 | 3 | -7 | -5 | 3 | 2 | -12
CCR6 antagonist | -3 | 15 | 19 | 22 | 11 | 19 | 4 | 12
Mdm2 MdmX PPI | 0 | -7 | 36 | 30 | 16 | -17 | 8 | 2
697 NFkB inh | -14 | 22 | 2 | 10 | -4 | 3 | 16 | 1
UPR XBP1 act | -2 | 0 | 3 | -2 | 0 | -1 | -3 | -2
Jurkat NFkB inh | 7 | 16 | 1 | 15 | 2 | -11 | 2 | -8

25	CCOc1ccc(CN2CCNC(=O)C2CC(=O)NCCc2ccccn2)cc1 (stereo not drawn)
26	O=C(CCCN1CCOCC1)c1ccc2c(c1)OCCO2
27	CC(=O)C(=Cc1cc(C)n(-c2ccccc2)c1C)C(C)=O
28	C/C(=N\Nc1cccc2cccnc12)c1ccc[nH]1
29	CN(C)C(CNC(=S)Nc1ccccc1Cl)c1cccnc1 (stereo not drawn)
30	COc1cccc2cc(C(=O)NCCC3=CCCCC3)c(=O)oc12
31	CC(C)Nc1nc(NC(C)C)nc(N(C)C#N)n1
32	COc1ccc(CN2CCC(=O)N([C@H](CO)Cc3ccccc3)CC2)cc1OC
Screen / compound no. | 25 | 26 | 27 | 28 | 29 | 30 | 31 | 32
CHOP UPR activ | 1.5 | 2.3 | -0.5 | 1.9 | 0.2 | -1.6 | 2.5 | 2.1
CXCR6 inh | -12 | 3 | 11 | 12 | 2 | 2 | 2 | 0
Gli-Sufu block | -1 | -42 | -9 | -117 | -4 | -9 | 4 | 9
EBI2 antag | -1 | -1 | 0 | 21 | -4 | 9 | -1 | 2
CCR6 antagonist | -2 | 2 | 21 | 29 | -2 | 1 | 6 | 5
Mdm2 MdmX PPI | 1 | 24 | 4 | -317 | -6 | -12 | 14 | -7
697 NFkB inh | 0 | -57 | -11 | -147 | -22 | -11 | 3 | 9
UPR XBP1 act | -1 | -4 | 1 | 4 | 1 | 1 | -3 | 2
Jurkat NFkB inh | 7 | -81 | 0 | -216 | -16 | -23 | 11 | 1

33	Cc1c(OC(C)C(=O)N[C@H](C(=O)O)c2ccccc2)ccc2c3c(c(=O)oc12)CCCC3 (stereo partly drawn)
34	Cc1ccc(S(=O)(=O)NC(C(=O)N2CCN(S(=O)(=O)c3cccc(F)c3)CC2)C(C)C)cc1 (stereo not drawn)
35	COc1ccc(C(=O)Nc2ccc(Oc3nc(C)nc4sc(-c5ccccc5)cc34)cc2)cc1OC
36	O=C(N/N=C/c1ccc([N+](=O)[O-])s1)c1ccccc1
37	COc1ccc2nc(NC(=O)CSc3nnc(C)n3N)sc2c1
38	CCCCC(=O)Nc1ccc2c(c1)C(=O)NC2=O
39	Cc1ccc(COc2coc(CN3CCN(C(=O)c4ccco4)CC3)cc2=O)cc1
40	O=C1CC(=O)Nc2cc(S(=O)(=O)Nc3cccc(C(F)(F)F)c3)ccc2N1
Screen / compound no. | 33 | 34 | 35 | 36 | 37 | 38 | 39 | 40
CHOP UPR activ | 0.2 | -1.0 | 6.3 | 1.2 | 1.3 | -1.8 | 0.9 | -0.1
CXCR6 inh | -6 | 2 | 2 | -2 | -1 | 0 | 2 | 1
Gli-Sufu block | -17 | -2 | 17 | 35 | -51 | 3 | -4 | 1
EBI2 antag | -1 | 11 | 30 | -4 | -6 | 2 | 10 | -2
CCR6 antagonist | -3 | -2 | 3 | -5 | -1 | 5 | 10 | -8
Mdm2 MdmX PPI | 7 | 16 | 56* | 37 | -8 | -10 | 14 | 0
697 NFkB inh | 27 | 0 | -20 | -6 | -109 | 11 | 1 | -7
UPR XBP1 act | -3 | 3 | 4 | 9 | -3 | 3 | -1 | 1
Jurkat NFkB inh | -1 | -4 | -15 | -1 | -64 | 7 | -2 | 15

41	COc1ccc(-c2nnc(NC(=O)C3CCCN3S(=O)(=O)c3cccs3)o2)cc1 (stereo not drawn)
42	Clc1ccc2c(c1)C(N1CCNCC1)Cc1ccccc1S2 (stereo not drawn)
43	Cc1ccc(NCC(=O)N/N=C/c2ccc(-c3cccc(C(F)(F)F)c3)o2)cc1
44	O=Cc1c(NCCN2CCCC2)c2ccccc2[nH]c1=O
45	COc1ccc(S(=O)(=O)Nc2cccc(N(C)S(C)(=O)=O)c2)cc1C
46	CCc1ccc(C2N3CC4([N+](=O)[O-])CN2CC([N+](=O)[O-])(C3)C4(C)C)cc1 (stereo not drawn)
47	CCOC(=O)C1=C(C)NC2=C(C(=O)OC2)C1c1ccccc1 (stereo not drawn)
48	COc1cccc(/C=N/NC(=O)c2[nH]nc3c2CCc2ccccc2-3)c1O
Screen / compound no. | 41 | 42 | 43 | 44 | 45 | 46 | 47 | 48
CHOP UPR activ | 1.7 | 5.3 | 0.2 | -0.2 | 0.5 | 2.8 | 3.4 | -1.8
CXCR6 inh | -5 | -21 | -7 | -7 | -2 | 13 | -1 | -4
Gli-Sufu block | -15 | 4 | -4 | -24 | 8 | 3 | 1 | 81*
EBI2 antag | 5 | -20 | 12 | -4 | -13 | -16 | 0 | -1
CCR6 antagonist | -5 | 44 | -5 | 5 | 9 | -2 | 7 | 4
Mdm2 MdmX PPI | 5 | 101* | 24 | 3 | 10 | 16 | 31 | 75*
697 NFkB inh | 2 | -20 | 1 | -3 | -3 | -12 | -16 | -16
UPR XBP1 act | 1 | 63* | -4 | -4 | -1 | 0 | 1 | 20
Jurkat NFkB inh | -4 | 5 | 0 | -3 | 11 | 3 | 39 | 61*

49	O=C(O)Cc1ccc(O)c(F)c1
50	O=C(Nc1ccc(N2CCOCC2)cc1N1CCOCC1)c1ccc([N+](=O)[O-])cc1
51	O=C(Nc1ccc(S(=O)(=O)N2CCCC2)cc1)c1ccc(OCC2CCCO2)cc1 (stereo not drawn)
52	COCCN(C(=O)c1csnn1)C(C(=O)NC(C)(C)C)c1cccc(OC)c1 (stereo not drawn)
53	CC(C)C1CC(CCN)(Cc2ccccc2)CCO1 (stereo not drawn)
54	CC(c1ccco1)N(C(=O)c1ccccc1NS(=O)(=O)c1cccc([N+](=O)[O-])c1)c1ccccn1 (stereo not drawn)
55	Cc1ccccc1-n1nc(-c2cccnc2)cc1C(=O)NN
56	CC(C)(C)c1nc2ccc([N+](=O)[O-])cc2[nH]1
57	COC(=O)Cn1cc(S(=O)(=O)NCc2ccc(C)cc2)c2cc([N+](=O)[O-])ccc21
58	CC(=O)N1c2ccccc2NC(=O)C1(C)C
Screen / compound no. | 49 | 50 | 51 | 52 | 53 | 54 | 55 | 56 | 57 | 58
CHOP UPR activ | 2.3 | -2.3 | -1.5 | -0.3 | 0.5 | 0.2 | 2.0 | 2.4 | 0.9 | -0.6
CXCR6 inh | -6 | 1 | -8 | 0 | -1 | 1 | 3 | -2 | 9 | -8
Gli-Sufu block | -1 | 11 | 2 | -2 | 18 | -8 | -1 | -6 | 13 | 5
EBI2 antag | 0 | -1 | 2 | -2 | 12 | -6 | 3 | 2 | -9 | 2
CCR6 antagonist | -2 | 0 | 3 | -8 | 1 | 4 | -1 | 16 | 16 | -10
Mdm2 MdmX PPI | 2 | 13 | 5 | -16 | 8 | 5 | -16 | -26 | 20 | 15
697 NFkB inh | 16 | 4 | -37 | -1 | 13 | -20 | 6 | 21 | 19 | 3
UPR XBP1 act | -5 | -5 | -1 | 0 | -3 | 2 | -1 | 2 | 0 | -1
Jurkat NFkB inh | -10 | -8 | 22 | 12 | 1 | -9 | 9 | 4 | -12 | -4

High-throughput results (PubChem BioAssay)
